Rac1 act GTP bind: alters GTP binding to activated mutant human Rac1 | GST-Rac1 activated beads, fluorescent GTP binding, flow cytometry; actives lie on both sides; 100% means binding = to untreated wells | percent activity (GTP binding), % at 10 µM | actives 0.11% (n = 190,000) | AID 764;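 active means GTP binding at least 20 percentage points away from the 100% baseline, in either direction, so actives lie on both sides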
HRas wt GTP bind: changes GTP binding to wildtype human HRas; GST-Ras wt beads, Bodipy-FL-GTP binding, flow cytometry; actives lie on both sides; P01112; GTP binding activity, % at 10 µM; AID 759; actives 0.14% (n = 190,000);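 active means GTP binding activity at least 20% away from the 100% baseline, either lowered as inhibitor or raised as activator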;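 further: 0% = unlabeled GTP competition control and 100% = no-compound control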
Target sequence (P01112 whole entry, looked up): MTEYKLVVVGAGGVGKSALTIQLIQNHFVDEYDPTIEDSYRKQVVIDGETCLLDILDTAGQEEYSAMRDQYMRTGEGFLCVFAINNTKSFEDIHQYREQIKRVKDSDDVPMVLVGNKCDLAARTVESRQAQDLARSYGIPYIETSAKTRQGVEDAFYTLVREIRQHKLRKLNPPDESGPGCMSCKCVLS
Rab2 wt GTP: changes GTP binding to wildtype dog Rab2A, up or down; AID 760; GST-Rab2 wt beads, Bodipy-GTP binding, flow cytometry; actives 0.19% (n = 190,000); GTP binding activity, % at 10 µM;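 active means GTP binding activity at least 20 points away from 100%, either lowered or raised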;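 further: 0% = beads with excess unlabeled GTP and 100% = no-compound control corrected for plate trend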
Rab7 wt GTP bind: dog Rab7 wildtype GTP binding, inhibitors and activators; GST-Rab7 beads, fluorescent GTP binding, flow cytometry; actives lie on both sides; untreated = 100%, excess cold GTP = 0%; GTP binding activity (percent of control), % at 10 µM; actives 0.055% (n = 190,000);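 active means fluorescent GTP binding to Rab7 beads changed by at least 20 points from the 100% baseline, either direction, mostly lower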;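 further: median green fluorescence of bound Bodipy-FL-GTP per Rab7 bead population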
ABCG2 block: blocks JC-1 efflux by human ABCG2 transporter. Q9UNQ0. IgMXP3 cells, flow cytometry. inhibition, % at 6.6 µM. actives 0.1% (n = 190,000). AID 1325;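 active means inhibition above 80%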;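 further: 0% = DMSO and 100% = nicardipine control wells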
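Test system: IgMXP3 cells (ABCG2) mixed with DDAO far-red-labelled CCRF-Adr cells (ABCB1). Reagent: JC-1 transporter substrate. Compound dosing: single test compound dose, 6.6 µM final. Times: 10 min compound exposure, 25 °C. Detection: flow cytometry of retained JC-1 fluorescence. Read-out basis: efflux inhibition in percent versus controls. Controls: nicardipine and DMSO wells.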
ABCB1 inh: inhibitors of human ABCB1 transporter, ABCG2 counter-screen; P08183; CCRF-Adr cells, JC-1 efflux, flow cytometry; inhibition, % at 6.6 µM; actives 0.067% (n = 190,000); AID 1326; in the data active means inhibition above about 40%;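 further: 0% = vehicle and 100% = reference inhibitor; higher value means more JC-1 retained so stronger ABCB1 efflux block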
Rac1 wt GTP bind: human Rac1 wildtype GTP binding, inhibitors and activators; P63000; GST-Rac1 beads, fluorescent GTP binding, flow cytometry; actives lie on both sides; 0 = cold GTP competed, 100 = untreated; GTP binding activity (% of control), % at 10 µM; actives 0.27% (n = 190,000);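 active means GTP binding activity at least 20 points away from the 100% control level, either lower or higher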
Cdc42 wt: changes GTP binding to wildtype human Cdc42. P60953. GST-Cdc42 beads, Bodipy-GTP binding, flow cytometry; actives lie on both sides. percent activity (GTP binding), % at 10 µM. actives 0.2% (n = 190,000). AID 761;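 active means percent activity GTP binding at least 20 points away from the 100% baseline, either down as inhibitor or up as activator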;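 further: median bead fluorescence of bound Bodipy-FL-GTP at 100 nM; 0% = excess unlabeled GTP control and 100% = no compound control; below 100% means less GTP binding so inhibitor and above means activator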
Target sequence (P60953 whole entry, looked up): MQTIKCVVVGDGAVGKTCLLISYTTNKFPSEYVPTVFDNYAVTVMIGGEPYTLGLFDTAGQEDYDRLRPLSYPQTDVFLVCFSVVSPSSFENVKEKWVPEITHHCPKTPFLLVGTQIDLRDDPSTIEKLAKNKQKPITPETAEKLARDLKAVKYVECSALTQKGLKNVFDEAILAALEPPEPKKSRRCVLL
Pf gamet viab: inhibitors of late stage P. falciparum gametocyte viability | AID 743093 | inhibition, % at 10.9 µM | actives 0.065% (n = 150,000) | P. falciparum stage V gametocytes, ATP luminescence, 24 h;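 active means inhibition above the mean plus 3 SD of compounds within the control limits, set per campaign, cut at about 38% in these data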;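 further: 0% = DMSO wells and 100% = medium only without gametocytes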
Avidin fluor: avidin bead compound fluorescence profile | Avidin beads, compound fluorescence 488/530 nm, flow cytometry; active compounds read high | fluorescence (KMESF) at 10 µM | actives 0.38% (n = 220,000); in the data active means fluorescence above about 47; further: inactives centre near 10
Mcl1-Noxa inh: Mcl-1/Noxa interaction inhibition; Q07820; TR-FRET Mcl-1/Noxa peptide binding, 2 h; inhibition, % at 21.7 µM; actives 1.5% (n = 220,000); AID 1022;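 active means compounds that cut the protein-peptide binding signal by more than 50% relative to plate controls in a single-dose test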;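 further: His-tagged Mcl-1 with rhodamine Noxa BH3 peptide and terbium anti-His antibody; 0% = Mcl-1 plus Noxa peptide wells and 100% = peptide-only wells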
Target sequence (Q07820 whole entry, looked up): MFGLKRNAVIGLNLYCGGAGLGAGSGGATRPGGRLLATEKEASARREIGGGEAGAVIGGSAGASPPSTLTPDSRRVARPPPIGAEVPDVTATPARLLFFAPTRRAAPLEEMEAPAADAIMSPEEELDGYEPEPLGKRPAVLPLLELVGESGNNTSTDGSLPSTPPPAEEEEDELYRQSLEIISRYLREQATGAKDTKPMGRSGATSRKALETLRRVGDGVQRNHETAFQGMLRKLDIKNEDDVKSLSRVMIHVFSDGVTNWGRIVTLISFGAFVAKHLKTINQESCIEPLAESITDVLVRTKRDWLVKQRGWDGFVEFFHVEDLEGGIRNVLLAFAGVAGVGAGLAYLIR
An asterisk follows results filed as active; x = no result given.

Values run as follows: Rac1 act GTP bind, HRas wt GTP bind, Rab2 wt GTP, Rab7 wt GTP bind, ABCG2 block, ABCB1 inh, Rac1 wt GTP bind, Cdc42 wt, Pf gamet viab, Avidin fluor, Mcl1-Noxa inh
- CN(C)/C=N/c1ncc(C(=O)c2ccc(Cl)cc2)s1
    97, 98, 99, 101, 0, 0.0, 102, 98, 7, 31, 1
- Cc1ccc(N(CC(=O)NCCc2ccc(F)cc2)S(=O)(=O)c2ccc(Cl)c([N+](=O)[O-])c2)c(C)c1
    96, 94, 94, 98, 54, 7.5, 95, 97, -12, 6, 0
- COc1cccc(C2CCCN2Cc2nc(CCC(C)C)no2)c1 (stereo unspecified)
    95, 97, 98, 97, 1, 0.2, 97, 97, 10, 2, -2
- Cc1cc(N2CCOCC2)cc(C)[n+]1[O-]
    99, 102, 100, 101, 2, 0.2, 104, 101, -14, 8, -1
- COc1ccc(NC(=O)/C(C#N)=C/c2ccc(OCc3ccccc3F)cc2)cc1
    101, 100, 99, 99, 2, 0.5, 104, 105, 14, 14, 17
- CC(=O)c1ccc(NS(=O)(=O)c2c(C)cc(C)cc2C)cc1
    95, 93, 93, 92, 0, -0.1, 93, 94, -3, 11, -3
- Cc1sc2nc(CN3CCOCC3)nc(Cl)c2c1C
    102, 100, 98, 102, 2, 0.6, 106, 102, -9, 13, 19
- Cc1cccc(CSc2nc3[nH]ncc3c(=O)[nH]2)c1
    97, 97, 98, 105, 2, 0.4, 103, 94, 8, 23, 8
- CC1(C)CC(=O)c2cc3c(nc2C1)CC(C)(C)CC3=O
    96, 97, 100, 98, 1, 0.2, 100, 99, 20, 6, -13
- O=C(OCCN1CCOCC1)C(c1ccccc1)c1ccccc1
    101, 102, 100, 100, 3, 0.5, 104, 103, x, 28, 9
- CCn1ncc([N+](=O)[O-])c1C(=O)NC1CCCCC1
    97, 100, 99, 98, 0, -0.1, 103, 96, -1, 13, 8
- COc1cccc(CNCCc2c[nH]c3ccccc23)c1OCc1ccc(F)cc1
    102, 104, 106, 96, 0, 0.1, 101, 104, x, 11, 3
- COCc1cc(C)nc(SCC[N+](C)(C)CC(=O)Nc2cccc(C)c2)c1C#N
    94, 99, 97, 105, 3, 0.7, 98, 91, x, 20, 7
- O=C(N/N=C\CCc1ccccc1)c1ccco1
    100, 102, 99, 102, 3, 0.4, 101, 101, 6, 16, 4
- O=C(CN1CCN(C(=O)c2c(F)cccc2F)CC1)Nc1ccccc1F
    94, 96, 94, 95, -2, -0.1, 96, 96, 25, 14, 16
- O=C1/C(=C/c2ccccc2)CCCc2ccccc21
    99, 103, 100, 101, 5, 0.8, 109, 99, -19, 8, 5
- CCC(C)NC(=O)C1=C(C)C(=O)OC12CCC(C)CC2 (stereo unspecified)
    98, 98, 100, 98, 1, 0.1, 103, 101, x, 7, -18
- CCOC(=O)c1cccc(C(=O)Nc2nc3ccc(OC)cc3s2)n1
    93, 94, 96, 98, 2, 0.0, 94, 95, -4, 11, 15
- CCC1CO/C(=C(\C(Cl)=C(Cl)Cl)[N+](=O)[O-])N1 (stereo unspecified)
    98, 101, 100, 101, 0, -0.2, 102, 103, 0, 10, 14
- FC(F)(F)c1cccc(NC(=S)Nc2ccc(Cl)cc2Cl)c1
    99, 101, 100, 95, 3, -0.1, 100, 100, x, 10, 10
- COc1ccc(C(=O)N2CCN(c3ccc(C)c(C)c3)CC2)cc1OC
    96, 96, 95, 94, 0, 0.2, 94, 96, x, 6, 20
- COc1cc(/C=N/Nc2nc3c(c(=O)n(C)c(=O)n3C)n2Cc2ccccc2)ccc1OC(=O)c1ccco1
    97, 96, 96, 94, -12, 1.6, 99, 94, -1, 11, 17
- COc1ccc(-n2c(Cc3cccn3C)nnc2SCC(=O)Nc2ccc(C(C)=O)cc2)cc1
    101, 105, 106, 103, 11, 1.5, 109, 105, x, 7, -4
- CCc1cccc(CC)c1NC(=O)COC(=O)C1(c2ccc(Cl)cc2)CCCC1
    100, 100, 99, 98, 18, 0.9, 101, 99, 1, 9, 4
- Cc1nn(-c2nnc(C)c(=O)[nH]2)c(C)c1SCC(=O)Nc1ccc(C(C)C)cc1
    93, 96, 97, 94, -1, 0.0, 94, 93, x, 4, -20
- CC12CCC(C(=O)n3c1nc1ccccc13)C2(C)C (stereo unspecified)
    101, 102, 102, 100, -6, -4.4, 103, 103, x, 10, 3
- CCCCNC(=O)c1ccc(S(=O)(=O)c2ccc(Cl)cc2)c(NC(C)=O)c1
    98, 100, 99, 99, 0, -0.3, 101, 96, -22, 8, 11
- Cc1nc(SCC(=O)NCc2ccco2)[nH]c(=O)c1C
    101, 108, 111, 102, 0, 0.0, 113, 109, -5, 12, -1
- Cc1cccc2sc(N(CCCN(C)C)C(=O)c3ccc(Cl)s3)nc12
    96, 98, 101, 103, 0, 0.4, 99, 95, -10, 11, 4
- CCCCCCCCN=C1NC(=O)CS1
    104, 107, 107, 103, 2, 0.7, 106, 106, x, 15, 21
- O=C(CN1C(=O)c2ccccc2S1(=O)=O)NCCSc1ccccc1
    99, 98, 99, 97, 0, 0.2, 101, 100, x, 6, -11
- CCn1c(SCc2ccc([N+](=O)[O-])cc2)nnc1C(C)NC(=O)c1ccccc1Br (stereo unspecified)
    97, 99, 99, 99, 7, 1.7, 100, 100, x, 5, 2
- Cn1c(O)c(N=NC(=O)c2ccccc2O)c2ccccc21
    93, 94, 92, 98, 1, 0.5, 96, 93, 11, 15, 30
- Cc1ccc(CCNC(=O)CCSCc2ccc(Cl)cc2)cc1
    96, 102, 98, 98, 0, 0.5, 101, 101, x, 18, 19
- CCOc1ccc(CN2CCN(Cc3ccon3)CC2CCO)cc1 (stereo unspecified)
    97, 97, 95, 98, -3, -2.2, 99, 99, -10, 10, -4
- Cn1nc(C(F)(F)F)c(C(=O)Nc2ccc(F)cc2F)c1Sc1cccc(Cl)c1
    100, 103, 100, 98, 3, 0.6, 104, 106, x, 12, 34
- Cn1c(N)c(C(=O)COC(=O)CCC2CCCC2)c(=O)n(C)c1=O
    96, 102, 100, 104, 2, 0.1, 100, 97, -4, 10, -13
- COCCCNC(=S)NNC(=O)c1ccccn1
    97, 98, 94, 96, 16, 0.6, 102, 97, -80, 10, -37
- COC(=O)c1ccc(NC(=O)CSc2ccccn2)cc1
    97, 98, 96, 97, 0, -0.2, 99, 100, 16, 8, -7
- CC(C)N1CCc2c(sc(NC(=O)c3ccc(S(=O)(=O)N4CCOCC4)cc3)c2C(N)=O)C1
    100, 97, 99, 98, -1, -0.1, 104, 100, x, 6, 16
- COc1cc(/C=C(/C(=O)c2cccs2)c2nc3ccccc3[nH]2)cc(OC)c1O
    98, 97, 98, 98, 20, 1.9, 98, 98, 14, 7, 24
- Cc1cc(Nc2ccc(C(C)C)cc2)n2ncnc2n1
    95, 97, 97, 96, 0, -0.4, 95, 96, x, 3, 0
- CCCCn1cnc(C(=O)OCC)c1N
    100, 99, 100, 95, 20, 3.2, 103, 104, 11, 14, -1
- COc1ccc(N(CC(=O)N/N=C/c2ccco2)S(=O)(=O)c2ccccc2)cc1
    97, 97, 99, 95, 0, 0.3, 103, 101, x, 10, 28
- CCC(Sc1nccn1C)C(=O)Nc1cccc2ccccc12 (stereo unspecified)
    100, 104, 101, 103, 30, 2.2, 105, 102, -9, 24, -3
- COc1ccc(CNC(=O)Nc2ccc(OC)cc2)cc1
    97, 100, 99, 98, 35, 0.2, 102, 100, x, 13, 2
- O=C(Nc1ccccc1F)Nc1ccc([N+](=O)[O-])cc1Cl
    96, 98, 98, 105, 14, -0.1, 98, 97, 10, 6, 20
- COCCNC(C(=O)Nc1ccc(C)cc1[N+](=O)[O-])c1ccccc1 (stereo unspecified)
    98, 96, 100, 100, 4, 0.8, 96, 101, x, 14, 17
- CC(=O)c1c(C)[nH]c(C(=O)OCC(=O)Nc2cc(S(=O)(=O)N3CCCCC3)ccc2C)c1C
    101, 100, 99, 100, 6, -0.5, 104, 103, -23, 13, 25
- CCCOc1ccccc1C1NC(=O)NC(C)=C1C(=O)OCc1ccccc1 (stereo unspecified)
    98, 97, 100, 100, 2, 0.8, 101, 98, x, 4, 9
- Cc1ccc2nc(NC(=O)c3ccc(-c4nc5ccccc5s4)s3)sc2c1
    96, 98, 100, 103, -2, -1.6, 103, 103, x, 5, 52*
- COCCNC(=O)c1ccccc1-c1ccccc1C(=O)O
    100, 103, 102, 100, 6, 0.9, 105, 101, -10, 17, 10
- Cc1onc(-c2ccccc2)c1C(=O)N1CCCc2ccccc21
    100, 102, 101, 102, 5, 0.8, 106, 106, x, 16, -7
- CCN(CC)S(=O)(=O)N1CCC(C(=O)NC2CCCC2)CC1
    99, 103, 101, 102, 1, 0.4, 101, 104, x, 10, 13
- CC(Oc1ccc2oc3ccccc3c2c1)C(=O)NC12CC3CC(CC(C3)C1)C2 (stereo unspecified)
    101, 103, 99, 102, 17, 2.0, 107, 94, 7, 6, -9
- CCOc1ccc(NC(=O)c2ccc(-n3cccn3)nc2)cc1
    97, 97, 98, 96, 3, -0.2, 97, 95, -1, 11, 2
- COc1ccc(-c2csc(C3=C(O)CN(C(C)C)C3=N)n2)cc1OC
    86, 76*, 76*, 97, 6, 0.6, 73*, 73*, -15, 14, 17

Single records (already shown). Screens in order: Rac1 act GTP bind, HRas wt GTP bind, Rab2 wt GTP, Rab7 wt GTP bind, ABCG2 block, ABCB1 inh, Rac1 wt GTP bind, Cdc42 wt, Pf gamet viab, Avidin fluor, Mcl1-Noxa inh
Entry for `CCC(Sc1nccn1C)C(=O)Nc1cccc2ccccc12` (stereo unspecified) : 100, 104, 101, 103, 30, 2.2, 105, 102, -9, 24, -3
Entry for `COc1ccc(-c2csc(C3=C(O)CN(C(C)C)C3=N)n2)cc1OC` : 86, 76*, 76*, 97, 6, 0.6, 73*, 73*, -15, 14, 17
Entry for `CCCOc1ccccc1C1NC(=O)NC(C)=C1C(=O)OCc1ccccc1` (stereo unspecified) : 98, 97, 100, 100, 2, 0.8, 101, 98, x, 4, 9
Entry for `CCN(CC)S(=O)(=O)N1CCC(C(=O)NC2CCCC2)CC1` : 99, 103, 101, 102, 1, 0.4, 101, 104, x, 10, 13
Entry for `CC(Oc1ccc2oc3ccccc3c2c1)C(=O)NC12CC3CC(CC(C3)C1)C2` (stereo unspecified) : 101, 103, 99, 102, 17, 2.0, 107, 94, 7, 6, -9

Bioassay records (PubChem)

Hits appear at their usual frequency; overall some 2.3% were active at least once.
